Screening data: PubChem BioAssay, National Center for Advancing Translational Sciences (NCATS)
D1 antag = Antagonist of Human D 1 Dopamine Receptor: qHTS | HEK293 TREx D1 cells, calcium flux, dopamine EC80; hits give low values | activity change, negative = inhibition, % at 10 µM | D(1A) dopamine receptor (Homo sapiens), P21728 | 360,000 tested, 3.2% active; in the data active = activity change below about -30%; note: % is set by controls: 0 for no effect and ±100 for the full control effect
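Antagonism measured as reduced calcium response to an EC80 dopamine addition following 180 s compound pre-read; cells were inducible HEK293 Trex D1 plated overnight at 30 C, read kinetically at 1 cycle/sec.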
RXFP1 antagonist = qHTS Assay for Antagonists of the Relaxin Receptor RXFP1; HEK293-RXFP1, relaxin-stimulated cAMP HTRF, 30 min; hits give low values; activity change, negative = inhibition, % at 57.5 µM; 350,000 tested, 0.59% active; AID 1259400, 2018; Relaxin receptor 1 (Homo sapiens), Q9HBX9;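 active = activity change of -60% or lower, but not beyond a set lower limit; inconclusive = change between -60% and -40%, or beyond the set limit; inactive = change above -40%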; note: % is set by controls: 0 for no effect and ±100 for the full control effect
Target sequence (Q9HBX9 whole entry, looked up): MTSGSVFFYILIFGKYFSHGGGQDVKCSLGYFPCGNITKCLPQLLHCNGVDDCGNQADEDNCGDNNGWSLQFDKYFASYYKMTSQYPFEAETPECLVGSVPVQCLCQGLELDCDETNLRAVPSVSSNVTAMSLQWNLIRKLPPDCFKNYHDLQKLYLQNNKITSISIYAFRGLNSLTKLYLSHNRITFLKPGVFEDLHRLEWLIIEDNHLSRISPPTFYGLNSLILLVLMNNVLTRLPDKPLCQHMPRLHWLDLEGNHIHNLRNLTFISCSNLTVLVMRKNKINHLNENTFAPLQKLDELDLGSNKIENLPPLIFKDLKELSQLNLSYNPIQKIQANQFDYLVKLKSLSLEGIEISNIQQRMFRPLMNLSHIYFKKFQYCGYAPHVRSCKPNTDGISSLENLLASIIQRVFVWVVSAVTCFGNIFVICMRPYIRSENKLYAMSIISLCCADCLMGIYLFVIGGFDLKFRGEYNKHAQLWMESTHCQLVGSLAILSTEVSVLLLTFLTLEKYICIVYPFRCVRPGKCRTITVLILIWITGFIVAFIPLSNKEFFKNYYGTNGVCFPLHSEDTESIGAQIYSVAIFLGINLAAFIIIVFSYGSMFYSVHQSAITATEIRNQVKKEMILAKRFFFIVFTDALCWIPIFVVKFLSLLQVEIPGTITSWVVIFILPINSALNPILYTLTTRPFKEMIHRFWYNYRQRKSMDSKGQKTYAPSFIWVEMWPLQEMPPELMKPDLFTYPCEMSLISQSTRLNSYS
TRHR PAM = qHTS for Small Molecule Agonists and Allosteric Enhancers of Human TRH Receptor: Primary Screen for Enhancers; TRHR cells, fluo-8 calcium fluorescence, EC20 TRH enhancement; enhancement, % at 2 µM; 360,000 tested, 0.66% active; AID 493056, 2011; in the data active = enhancement above about 30%; note: 0% is about no effect
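Enhancer read-out: after compound pinning and an initial kinetic agonist-mode read, an EC20 of TRH (10 nM final) was injected and fluo-8 calcium signal (Ex 480/Em 530) followed at 1 s/cycle for 100 cycles in TRHR-expressing cells.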
D1 PAM = Potentiators of Human D1 Dopamine Receptor: qHTS | D(1A) dopamine receptor (Homo sapiens), P21728 | HEK293 TREx D1 cells, calcium flux, dopamine EC20 potentiation | potentiation, % at 10 µM | 360,000 tested, 0.036% active; in the data active = potentiation above about 30%; note: 0% is about no effect
Anesthetic bind = qHTS Assay for Identification of Novel General Anesthetics; apoferritin/1-aminoanthracene competitive binding, fluorescence; Potency, µM (series often up to 77.5 µM), inactives show at the top dose activity change, negative = displacement, most hits filed as inhibitors; 350,000 tested, 0.074% active; note: potency is the fitted concentration of half-maximal effect; % is set by controls: 0 for no effect and ±100 for the full control effect; nearly all actives have a fitted effect of over 20% in size
Target sequence (P02791 2-175 limits assumed): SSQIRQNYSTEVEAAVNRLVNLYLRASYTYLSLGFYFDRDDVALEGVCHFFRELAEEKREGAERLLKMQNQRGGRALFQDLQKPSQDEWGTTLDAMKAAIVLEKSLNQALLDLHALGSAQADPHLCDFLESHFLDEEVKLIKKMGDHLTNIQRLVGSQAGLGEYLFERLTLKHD
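Concentration-response curves derived by four-parameter Hill fitting of normalized fluorescence, where compounds displaced 1-AMA from 10 uM horse apoferritin following a brief 10 min room-temperature incubation; propofol titration acted as positive control.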
RXFP1 agonist = qHTS Assay for Agonists of the Relaxin Receptor RXFP1; Relaxin receptor 1 (Homo sapiens), Q9HBX9; HEK293T-RXFP1 cAMP TR-FRET, 30 min; response scale: percent of porcine relaxin response, buffer zero; Potency, µM (highest dose often 57.5 µM), inactives show at the highest dose activation, usual class: activators; 370,000 tested, 0.3% active; note: potency is the fitted concentration of half-maximal effect; % is set by controls: 0 for no effect and ±100 for the full control effect; nearly all actives have a fitted effect of over 60% in size; many of its hits are not listed in these tables
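HEK293T cells stably expressing RXFP1 were pretreated with the PDE4 inhibitor Ro 20174, exposed to compounds for 30 min at 37C, lysed, and cAMP was read by TR-FRET. Data normalized to buffer (basal) and 29 nM porcine relaxin (100%).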
D1 ag = Allosteric Agonists of the Human D1 Dopamine Receptor: qHTS. D(1A) dopamine receptor (Homo sapiens), P21728. HEK293 T-REx D1 cells, calcium flux, agonist mode. activation, % at 2 µM. 360,000 tested, 1% active. AID 504660, 2011; in the data active = activation above about 30%; note: 0% is about no effect
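Agonism was scored from calcium flux recorded over 180 s (1 read/s) after pintool compound addition, following a 10-cycle baseline. Cells were inducible force-coupled HEK293 TREx D1, plated overnight at 30 C and loaded with no-wash calcium dye.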
TRHR agonist = qHTS for Small Molecule Agonists and Allosteric Enhancers of Human TRH Receptor: Primary Screen for Agonists; TRHR cells, calcium flux fluo-8, FDSS agonist mode; activation, % at 2 µM; 360,000 tested, 0.18% active; in the data active = activation above about 30%; note: 0% is about no effect
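Fluo-8-loaded TRHR cells; 10 s baseline, compound added, kinetic Ca2+ fluorescence read 1/s, agonist mode.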
D2 PAM = HTS Assay for Positive Allosteric Modulators of the Human D2 Dopamine Receptor: Primary Screen for Potentiators; 340,000 tested, 0.34% active; D(2) dopamine receptor (Homo sapiens), P14416; HEK293 T-REx D2, calcium flux, EC20 dopamine potentiation; potentiation, % at 10 µM;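 active = potentiation over 3 SD above the plate norm, cut at about 30% in these data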; note: 0% is about no effect
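Potentiation of an EC20 dopamine calcium response measured kinetically over 180 s, after a preceding 180 s compound-only read flagging agonists. Cells: inducible Hek293 Trex D2 line, 4000/well, cultured overnight at 30 C before dye loading.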
* marks the source's active call; other numbers are inactive results; u = inconclusive; x = no result given; [ ] = dose if it differs, or a comment. Unless noted, calls come from the whole dose curve; as a rule, active = well fitted curve in the direction sought with a large enough effect; inconclusive = small, poorly fitted or top-dose-only effect, or another doubt; inactive = no such curve, though single readings can be large; an effect the other way counts as inactive or inconclusive. A portion of the library (hit frequency here may not be typical).

SMILES	D1 antag	RXFP1 antagonist	TRHR PAM	D1 PAM	Anesthetic bind	RXFP1 agonist	D1 ag	TRHR agonist	D2 PAM
CCOc1ccccc1NC(=O)C(OC(=O)c1cc(C)oc1C)c1ccccc1 (stereo not given)	10	-27	-2	1	4%	1.9%	11	0.6	10
CCC(C)(C)C1CCc2[nH]nc(C(=O)NCc3ccc(Cl)cc3)c2C1 (stereo not given)	-4	x	2	-3	x	0.9%	6	0.3	13
O=C(c1ccccc1F)N(Cc1cccnc1)Cc1cc2cc3c(cc2[nH]c1=O)OCCO3	2	-1	1	2	1%	-2.7%	4	-0.8	-2
O=C(CCn1cnc2ccccc2c1=O)Nc1cccc(Cl)c1Cl	-17	1	3	17	-2%	6.1%	0	0.2	-4
CCCNS(=O)(=O)c1ccc(CCC(=O)N2CCN(CC)CC2)cc1	-14	4	-6	0	-1%	1.6%	2	0.3	-1
O=C(Nc1cccc(C(F)(F)F)c1)C1CCN(S(=O)(=O)c2cccc3nsnc23)CC1	-4	x	-11	0	u	2.2%	3	0.5	-20
NC(=O)CC[C@@H]1NC(=O)[C@H](CO)NC(=O)c2cc([N+](=O)[O-])cc(I)c2NCC[C@@H](C(N)=O)NC1=O	-14	x	3	-5	-14%	-0.9%	0	0.0	3
COc1ccc(-c2cc(C(F)F)n3ncc(C(=O)N4CCc5ccccc54)c3n2)cc1	-3	-6	-5	-3	-8%	0.6%	0	-0.3	-1
Cc1ccccc1Cn1c(=N)n(CC(=O)c2ccc([N+](=O)[O-])cc2)c2ccccc21	4	-6	-6	-6	1%	1.0%	3	1.4	14
CC1CN(c2nnc(-c3ccccc3)c3ccccc23)CC(C)O1 (stereo not given)	13	-25	-6	6	-9%	2.2%	2	0.6	3
O=C(Cc1ccc(Br)cc1)Nc1ncc([N+](=O)[O-])s1	-25	-18	7	-2	-6%	-3.8%	21	7.4	-3
C=CCC1C=C(Cc2ccccc2)CC(CC=C)N1 (stereo not given)	15	-2	0	4	-8%	-0.6%	7	-0.1	-1
Cc1cc(=O)n2[nH]c(SCc3ccc(Cl)cc3)nc2n1	2	-4	0	7	8%	1.6%	4	-0.8	-5
CCCCn1c(N)c(N(CC(C)C)C(=O)CSc2ccc([N+](=O)[O-])cc2)c(=O)[nH]c1=O	2	3	-6	5	x	0.3%	5	0.8	-30
O=C(O)COc1ccc(/C=N/Nc2nc(Nc3ccccc3)nc(N3CCCCC3)n2)cc1	-1	1	-1	4	-1%	-3.6%	2	-0.1	6
COc1ccc(CN2C(=O)CS/C2=N/N=C/c2ccccc2)cc1	-13	5	-1	-1	0%	1.4%	5	0.9	-4
Cc1ccc(N=Nc2c(N)[nH]n3c(=O)c4c(nc23)CCCC4)cc1	-11	x	0	-1	-13%	2.9%	1	-1.5	-2
Cn1nnnc1SCC(=O)Nc1cc(C(=O)O)cc(C(=O)O)c1	-5	-14	-2	-7	-1%	-0.6%	4	0.4	-13
CC(C)Cc1nnc(NC(=O)CCc2c[nH]c3ccccc23)s1	9	-6	1	-2	-19%	2.0%	5	1.2	12
CCOC(=O)Cn1c(CN2CCN(C(=O)c3ccco3)CC2)nc2c1c(=O)n(C)c(=O)n2C	30	7	0	0	-14%	21%	4	0.3	9
Cc1nc2n[nH]c(N)c2c2c1COC(C)(C)C2	-20	-6	0	21	-13%	1.9%	3	0.4	-8
O=C(NCc1ccccc1)NC(=O)c1ccncc1	-3	15	2	7	-9%	2.3%	2	0.0	14
N/C(=N\OS(=O)(=O)c1ccc(Cl)cc1)c1ccncc1	-1	8	8	7	-3%	6.2%	0	-1.1	0
CCN(Cc1ccccc1)S(=O)(=O)c1ccc(C(=O)Nc2nnc(C)o2)cc1	-8	-23	-1	3	-17%	0.4%	1	-0.9	-1

No new results follow: an excerpt of the list.
SMILES	D1 antag	RXFP1 antagonist	TRHR PAM	D1 PAM	Anesthetic bind	RXFP1 agonist	D1 ag	TRHR agonist	D2 PAM
Cc1cc(=O)n2[nH]c(SCc3ccc(Cl)cc3)nc2n1	2	-4	0	7	8%	1.6%	4	-0.8	-5
CCCCn1c(N)c(N(CC(C)C)C(=O)CSc2ccc([N+](=O)[O-])cc2)c(=O)[nH]c1=O	2	3	-6	5	x	0.3%	5	0.8	-30
O=C(O)COc1ccc(/C=N/Nc2nc(Nc3ccccc3)nc(N3CCCCC3)n2)cc1	-1	1	-1	4	-1%	-3.6%	2	-0.1	6
COc1ccc(CN2C(=O)CS/C2=N/N=C/c2ccccc2)cc1	-13	5	-1	-1	0%	1.4%	5	0.9	-4

(more compounds)
SMILES	D1 antag	RXFP1 antagonist	TRHR PAM	D1 PAM	Anesthetic bind	RXFP1 agonist	D1 ag	TRHR agonist	D2 PAM
CCc1nnc(NC(=O)CSc2nnc(-c3ccco3)n2C)s1	-1	-9	-2	-1	-16%	8.5%	3	0.2	-4
COC(=O)c1c(C)sc(-c2c(-c3ccc4c(c3)OCCO4)[nH]c3c2c(=O)n(C)c(=O)n3C)c1O	-14	0	-5	-1	-12%	14%	5	1.2	13
O=C(O)CCCC(=O)Nc1ccc(C(=O)N2CCCCC2)c(Cl)c1	-2	-5	0	-4	-3%	0.2%	1	0.4	12
O=C(NC(Cc1ccccc1)C(=O)N1CCCC(C(F)(F)F)C1)c1ccccc1 (stereo not given)	6	-7	1	-5	x	-0.3%	4	-0.1	1
Cc1ccc(OCc2nnc(SCC(=O)c3cccs3)n2-c2ccccc2)cc1C	28	-9	1	-3	-17%	-3.3%	15	1.3	12
Nc1cccc(-c2cc(-c3ccccc3)nc(-c3cccc(N)c3)n2)c1	-35*	4	1	-4	35%[activator]	6.5%	2	0.0	8
O=C1NC(c2ccccc2)CCC1(Cl)Cl (stereo not given)	7	3	-3	-3	-13%	-1.7%	3	-0.1	7
Cc1ccc(-n2nnnc2C(Cl)c2nnnn2-c2ccc(C)cc2)cc1	-5	-63*	-5	-2	0%	-0.2%	0	2.0	1
COc1cc(NS(=O)(=O)N2CCCC2)cc(OC)c1OC	-5	-6	4	-4	7%	-1.0%	6	-0.3	-7
O=C(Nc1ccc(Cl)cc1Cl)c1cccc(N2C(=O)C=CC2=O)c1	-20	u	-1	-9	u	-0.2%	11	1.3	1
CN(C)C(=O)N1CCC(C(=O)NCc2ccc3c(c2)OCO3)CC1	11	1	-2	1	-14%	6.5%	0	0.1	-3
CC(C)(C)N(Cc1ccccc1)C(=O)c1ccc(Cl)cc1[N+](=O)[O-]	3	-10	-3	0	u	1.3%	-1	-1.0	1
COC(=O)c1c(NC(=O)CN2CCC3(O)CCCCC3C2c2ccc(F)cc2)sc(C)c1C (stereo not given)	12	-12	-4	12	3%	1.4%	1	-0.1	0
CS(=O)(=O)N1N=C(c2ccco2)CC1c1ccc(Cl)cc1Cl (stereo not given)	-2	8	-7	-3	-18%	-2.3%	2	0.7	-4
Cc1ccc(NC(=O)CSc2ccc(Br)cc2)cc1S(=O)(=O)N1CCOCC1	-10	5	-3	-3	x	-0.1%	4	0.9	7
COc1ccc(NC(=O)CSc2nnc(COc3ccccc3)n2Cc2ccco2)cc1OC	-29	-12	0	-6	-17%	0.2%	2	-0.3	1
CCOc1ccc(C2C(C(=O)Nc3ccc(F)cc3)=C(C)Nc3nc(CCCO)nn32)cc1 (stereo not given)	5	-1	6	-4	u	1.2%	0	-0.3	-6
Cc1ccc(-n2c(N)c(C(=O)N3CCOCC3)sc2=S)cc1	-12	7	0	5	5%	0.8%	-1	-2.0	x
CCOC(=O)C(C)(C)Oc1ccc(Cl)cc1	-9	-24	2	-6	x	-1.7%	-2	-0.1	0
Cc1cccc(N=C2NC(=O)S/C2=C\c2ccco2)c1	-11	-9	5	-4	2%	0.1%	4	0.6	-28
CCN1C(=O)c2cccc3c(NC(=O)c4ccc(S(=O)(=O)N(C)C)cc4)ccc1c23	11	-12	4	3	-19%	0.7%	28	-1.3	10
COCCN1CCN(C(=O)c2cc(COc3ccc(Cl)cc3OC)on2)CC1	-15	-5	-4	-2	-13%	-0.8%	1	0.6	-3
O=C(Cn1c(=O)ccc2cc(S(=O)(=O)N3CCCC3)ccc21)NCc1ccc(Cl)cc1	-3	x	2	-2	-10%	1.5%	0	0.3	13
COc1ccccc1N1CCN(C(c2cccs2)c2nnnn2C2CCCC2)CC1 (stereo not given)	-35*	-3	-4	-5	-13%	1.3%	1	-1.1	-2
CCOc1ccc(N(CC(=O)Nc2cc(C)cc(C)c2)S(C)(=O)=O)cc1	5	7	-2	-1	-17%	-1.0%	3	-1.2	-2
COc1ccc(Cl)cc1NC(=O)CSc1ncnc2c1oc1ccccc12	-2	2	1	0	5%	2.9%	3	0.5	-1
COC(=O)CN(c1ccc(F)cc1)S(=O)(=O)c1ccc2c(c1)OCCO2	-6	7	-1	-2	-17%	0.4%	-1	-0.2	7
COC(=O)c1c(/N=C/N(C)C)sc2c1CCN(c1ncc(C(F)(F)F)cc1Cl)C2	-31*	-29	3	-14	u	2.8%	23	-0.2	2
O=C(Nc1ccc(F)cc1Cl)C1=COCCO1	-13	9	0	-4	x	0.2%	4	0.3	0
O=C(NCC(=O)N1CCC(N2CCCCC2)CC1)C1CCCCC1	-10	-2	10	5	-4%	-1.5%	7	-0.1	13
CC(C)CCn1c(N2CCC(C(N)=O)CC2)nc2c1c(=O)[nH]c(=O)n2C	-5	1	8	-3	-15%	1.3%	2	0.5	-5
Cc1cccc(C(=O)O)c1NC(=O)c1ccc(F)cc1	-10	-4	-2	-3	4%	-1.5%	-3	0.3	-5
COCCn1cnnc1SCC(=O)Nc1cccc(S(=O)(=O)N2CCCCC2)c1	39	-7	-3	-3	x	1.5%	1	0.9	15
CCOC(=O)c1cnc2c(Cl)c(Cl)ccc2c1N1CCN(C)CC1	-7	-1	-3	2	u	5.1%	3	0.6	-5
COc1ccc(CCNC(=O)c2ccc3c(c2)S(=O)(=O)N=C2CCCCCN23)cc1	-4	-4	4	-3	x	1.2%	2	-0.1	-11
Cc1nnc2ccc(-c3ccc(NS(=O)(=O)c4ccc(Cl)s4)cc3)nn12	-2	5	21	0	x	11%	10	-0.1	22
